T cell HTS = T cell immune modulators affecting CD8 T cell-vesicle binding; 2C CD8+ T cell-vesicle binding, flow cytometry; stronger effect = lower value; calls only at 7 µM; 0.068% of 330,000 active; AID 2052;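 active = response, share of CD8 T cells binding vesicles, and their 90th percentile fluorescence all below set limits, cut at about 80% in these data, passing the limit was not always enough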
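Assay system: 2C TCR transgenic mouse naive CD8+ T cells, MACS-purified | Read-out: CD8+ gate FL2 mean fluorescence as % of same-row positive control | Signal: High-throughput flow cytometry with anti-B7-1 and anti-CD8 staining | Timing: Binding step 1.5 h, 37 °C, antibody labelling 20 min, ice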
GPR35 arrestin U2OS = inhibition of zaprinast-stimulated GPR35 beta-arrestin translocation – imaging, U2OS, beta-arrestin-GFP, zaprinast agonist, primary screen (AID 2058); U2OS GPR35 beta-arrestin-GFP translocation imaging, zaprinast antagonism; higher % means a stronger effect; one-dose inhibition, % at 10 µM; IC50 in µM for titrated hits; 0.052% of 290,000 active;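 active = inhibition of at least 50% with at least 30 cells and total cytoplasm GFP at most 10,000,000; inconclusive = under 30 cells or total GFP of 10,000,000 plus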
GPR55 LPI antagonism = inhibition of LPI-stimulated GPR55 beta-arrestin translocation – imaging, U2OS, beta-arrestin-GFP, LPI agonist, primary screen (AID 2013); U2OS GPR55 beta-arrestin-GFP translocation imaging, LPI antagonism; higher % means a stronger effect; inhibition, % at 10 µM; hits with a dose series show IC50 in µM; 0.13% of 290,000 active;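 active = spots per cell inhibited over 60%, with over 100 cells counted and total cytoplasm intensity under 500,000; inconclusive = wells with under 100 cells, flagged as likely toxic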;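 note: U2OS cells stably carrying GPR55 and arrestin-GFP stimulated by 5 µM LPI near EC80; imaged beta-arrestin-GFP aggregate spots per cell after agonist stimulation; plate controls were LPI-stimulated DMSO wells for no effect and DMSO wells without LPI for full effect; some results filed as inactive read as strong as hits; confirmed hits need IC50 under 10 µM and bright autofluorescent wells are also inconclusive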
West Nile antiviral = West Nile virus antiviral activity, cell-based, CPE readout (AID 1621) | 0.02% of 290,000 active | West Nile virus-infected cells, CPE inhibition; higher % means a stronger effect | one-dose CPE inhibition, % at 10 µM; IC50 in µM for titrated hits; in the data active = a potency from the dose series; inconclusive = CPE inhibition mostly from about 3.7% at the one dose, without a potency; inactive = the rest, 99 in 100 with CPE inhibition below about 2.2%; note: strong numbers were not always called active
GPR55 activation = GPR55 agonists via beta-arrestin recruitment, primary screen, imaging, U2OS cells, beta-arrestin-GFP redistribution (AID 1961). U2OS GPR55 beta-arrestin-GFP redistribution imaging; higher % means a stronger effect. one-dose activation, % at 10 µM; EC50 in µM for titrated hits. 0.048% of 290,000 active;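 active = activation above 40% with more than 50 cells counted in the well; inconclusive = wells holding fewer than 50 cells, flagged as toxic or sparse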;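 note: U2OS osteosarcoma cells stably expressing GPR55 and beta-arrestin-GFP; plate controls were DMSO negative control for no effect and LPI positive control for full effect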
KOR beta-arrestin-1 = kappa opioid receptor activators – cell-based, luminescence, uHTS, primary screen (AID 1777) | KOR beta-arrestin recruitment, luminescence; higher % means a stronger effect | activation, % at 10 µM, or EC50 in µM where a hit was titrated | 0.02% of 280,000 active; in the data active = activation above about 50%, passing the limit was not always enough; note: a part of the inactive calls stands beside numbers as strong as those of hits
KOR beta-arrestin-2 = kappa opioid receptor blockers – cell-based, luminescence, uHTS (AID 1778); KOR beta-arrestin recruitment, luminescence, antagonist mode; higher % means a stronger effect; inhibition, % at 10 µM, or IC50 in µM where a hit was titrated; 0.091% of 290,000 active; in the data active = inhibition above about 50%; note: strong numbers were not always called active
NTR1 ag = NTR1-driven beta-arrestin-GFP spot formation – imaging, U2OS cells, high content, primary screen (AID 493036); P30989; agonist mode; activation, % at 20 µM; 0.17% of 330,000 active;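 active = activation at or above 40% of the spot to cytoplasm intensity ratio, with at least 20 cells analyzed; inconclusive = wells under 20 cells, flagged as cytotoxic or low count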;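 note: 0% = DMSO without peptide and 100% = 100 nM NTR1 peptide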
Target sequence (P30989 whole entry, looked up): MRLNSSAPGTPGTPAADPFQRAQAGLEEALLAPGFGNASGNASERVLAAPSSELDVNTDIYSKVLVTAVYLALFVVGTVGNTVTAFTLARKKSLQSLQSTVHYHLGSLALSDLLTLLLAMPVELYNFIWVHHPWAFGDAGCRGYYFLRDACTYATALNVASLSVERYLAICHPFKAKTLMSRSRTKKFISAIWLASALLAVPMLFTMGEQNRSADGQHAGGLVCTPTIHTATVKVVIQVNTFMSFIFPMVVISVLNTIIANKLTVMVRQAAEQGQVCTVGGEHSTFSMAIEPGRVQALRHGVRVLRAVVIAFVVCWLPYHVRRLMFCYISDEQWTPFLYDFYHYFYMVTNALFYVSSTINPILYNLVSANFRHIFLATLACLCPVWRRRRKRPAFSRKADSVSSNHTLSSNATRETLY
Salmonella PhoP GFP = PhoP-dependent GFP reporter repression – Salmonella Typhimurium, primary screen (AID 1863); S. Typhimurium PhoP-regulated promoter GFP reporter, 4 h; higher % means a stronger effect; one-dose inhibition, % at 50 µM; IC50 in µM for titrated hits; 0.16% of 300,000 active;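 active = inhibition over 29.93%, a cutoff 3 SD above the screen mean, later confirmed by dose response; inconclusive = inhibition over 29.93% but no dose response follow-up; inactive = inhibition at most 29.93% or unconfirmed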;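 note: 0% = low Mg2+ inducing control and 100% = high Mg2+ repressing control; strong numbers were not always called active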
T cell HTS vesicle-bound % = recorded beside T cell HTS, whose call it bears; double positive events, %; measured here: CD8+ vesicle-bound cell fraction;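 binding gate set so that unloaded-vesicle control wells show 10% double positive cells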
NTR1 ag cell count 20 µM = recorded beside NTR1 ag, whose call it bears; cell count; measured here: cell count, cytotoxicity flag
An asterisk follows results filed as active; i = inactive; ? = inconclusive; · = no result given; & = joins results of further samples; ! = not active in a repeat; [ ] = another dose, or the depositor's remark. Not all compounds are listed (hit frequency here may not be typical).

SMILES	T cell HTS	T cell HTS vesicle-bound %	GPR35 arrestin U2OS	GPR55 LPI antagonism	West Nile antiviral	GPR55 activation	KOR beta-arrestin-1	KOR beta-arrestin-2	NTR1 ag	NTR1 ag cell count 20 µM	Salmonella PhoP GFP
CCCCn1c(O)c(C(C)=NC(C)c2ccccc2)c(=O)[nH]c1=O (stereo not drawn)	i	28	-2%	4%	-0.1%	-0.2%	-2.2%	-11%	2.8	34	-5%
Cc1ccc2c(c1)c(=O)c1c3n2CCN(CC2CO2)C3CC1 (stereo not drawn)	i	67	-9%	3%	-0.6%	0.2%	-1.3%	-20%	1.7	52	-8%
O=C(CN1C2CCC1CC(O)(c1cccnc1)C2)Nc1ccc2c(c1)OCO2 (stereo not drawn)	i	34	-6%	13%	-0.7%	-0.1%	-1.6%	-11%	0.3	43	9%
CCC12CN3CCN(CC(C3)/C1=N/NC(N)=O)C2	i	63	-4%	3%	0.3%	-0.3%	-0.7%	-3%	2.5	54	3%
Cc1cccc(-n2c(O)c(C)c(=O)[nH]c2=S)c1	·	·	2%	2%	0.5%	0.3%	·	-34%[20 µM]	·	·	-6%
CC/C(=N\N1CCCCC1)c1c(O)[nH]c(=O)[nH]c1=O	i	34	-1%	1%	1.2%	-0.3%	-1.5%	21%	-0.7	51	4%
CCOC(=O)c1c(C)n(CC(O)CN2CCOCC2)c2cc(Br)c(OC)cc12 (stereo not drawn)	i	38	-7%	-8%	-0.4%	-0.2%	-2.4%	0%	-0.5	61	-8%
Cc1nc2ccc(Cl)cc2c(-c2ccccc2)c1C(=O)O	i	51	3%	12%	-0.2%	-0.1%	-0.1%	-12%	-0.8	86	-4%
CCOC(=O)c1ccc(N=Cc2c(O)n(-c3ccc(OC)cc3)c(=S)[nH]c2=O)cc1	i	64	1%	6%	-0.3%	-0.1%	·	-1%[20 µM]	-0.6	72	-1%
CCCC(=O)OCC[N+](C)(C)C	i	37	-6%	-4%	0.1%	0.1%	0.6%	-22%	-0.3	50	7%&-12%
Cc1cccc(-n2c(O)c(C=NCCN3CCCCC3)c(=O)[nH]c2=O)c1	i	38	8%	-1%	-0.1%	-0.3%	2.5%	20%	0.8	59	-13%
C=C(C)CSc1nnc([C@@H](N)Cc2ccccc2)o1	i	59	1%	-4%	-0.3%	0.1%	2.2%	-13%	0.7	55	2%
CC(C)C1(C)N=C(c2ncccc2C(=O)O)NC1=O (stereo not drawn)	i	35	2%	7%	-0.2%	-0.2%	2.1%	-19%	0.1	47	-3%
CCC(=O)N1CC(=O)Nc2ccc(F)cc2C1c1ccc(F)cc1 (stereo not drawn)	i	41	6%	-5%	0.6%	-0.1%	4.2%	-11%	1.5	42	-4%
CCOC(=O)C1(c2ccccc2)CCN(Cc2cccc(C(=O)O)c2)CC1	i	54	4%	7%	0.0%	-0.1%	-1.1%	22%	-0.5	43	5%
COc1ccc(/C=C/C(=O)c2c(O)n(CCC3=CCCCC3)c(=O)[nH]c2=O)cc1OC	i	24	20%	11%	1.4%	-0.1%	0.8%	11%	2.7	53	-39%
C[C@]12CCC3C(CCC4=CC(O)CC[C@@]43/C=N/O)C1(O)CCC2C1=CC(=O)OC1 (stereo partly drawn)	i	31	21%	6%	14%	-0.1%	-0.7%	-184%	-1.7	72	·
Cc1nc2cc(-c3cccc(F)c3)nn2c(C)c1CCC(=O)N1CCC2(CC1)OCCO2	i	35	7%	3%	-0.1%	-0.2%	-0.2%	-2%	-0.5	72	-8%
FC(F)(F)Oc1ccc(NC2=NCCCS2)cc1	i	31	-6%	-2%	-0.5%	0.0%	-3.6%	8%	-1.3	78	-1%
Oc1ccc(/C=N/NP(=S)(c2ccccc2)c2ccccc2)cc1O	i	18	-19%	25%	·	0.0%	-3.3%	-11%	0.9	54	-5%
c1ccc2sc(N3CCNCC3)nc2c1	i	19	-6%	-12%	0.8%	0.0%	-4.5%	-16%[20 µM]	3.1	55	6%
Cc1cccc(-n2c(O)c(C=NC34CN5CN(CN(C5)C3)C4)c(=O)[nH]c2=O)c1	i	39	3%	-8%	0.5%	0.2%	3.3%	-8%	-0.9	88	-9%
CCn1cc(C(=O)O)c(=O)c2ccc(C)nc21	i	66	5%&9%	-2%&2%	-0.2%&-0.4%	-0.2%&-0.1%	1.3%&1.5%	-54%&-8%	1.9	54	86µM*!
CC#CP(=O)(OC)C(O)(CF)c1ccccc1 (stereo not drawn)	i	54	-4%	1%	0.0%	-0.2%	7.5%	11%	-0.1	91	7%
Cc1ccc(N2C(=O)NC(=O)/C(=C\c3ccc(N4CCOCC4)cc3)C2=O)cc1	i	45	7%	-5%	-0.3%	-0.2%	-1.9%	-36%	0.4	61	-7%
O=P(c1ccccc1)(c1ccccc1)N1CCCCC1	i	17	-3%	6%	0.2%	0.1%	6.6%	6%	-1.0	43	-3%
CNCCc1ccc(OC)c(OC)c1	i	25	8%	1%	-0.2%	0.6%	-0.8%	-18%	-0.2	91	4%
CC(C)CN1CCN(Cc2ccc(F)cc2Cl)CC1CCO (stereo not drawn)	i	28	20%	-8%	-0.7%	0.3%	2.1%	20%	1.7	59	-14%
Cc1cccc(CNCCc2c[nH]c3ccccc23)c1	i	57	2%	6%	-1.1%	-0.1%	6.0%	-23%	2.3	61	3%
Cc1ccc(OCC(=O)N2CCN(C3CCC(c4ccccc4)CC3)CC2)cc1 (stereo not drawn)	i	42	20%	-2%	-1.0%	0.5%	10%	-50%[20 µM]	-0.1	58	6%
CCn1cc(C=C2C(=O)NC(=O)NC2=O)c2ccccc21	i	19	-12%	16%	-0.6%	-0.2%	1.3%	2%	2.0	91	-12%
CCCCN1C(=O)/C(=C/c2ccc(N(C)C)cc2)C(=O)N(Cc2ccco2)C1=O	i	37	-4%	18%	-0.1%	-0.1%	5.3%	-21%	-1.7	72	-13%
N#Cc1ccccc1Cn1cc(C(=O)C2CC2)c2ccccc21	i	44	-6%	-1%	-1.0%	-0.3%	-2.2%	38%	-0.5	79	2%
c1cc2c(cc1[C@H]1OC[C@H]3[C@@H]1CO[C@@H]3c1ccc3c(c1)OCO3)OCO2	i	48	-2%	-7%	-0.3%	-0.1%	5.8%	16%	-0.5	69	0%
Cc1cc(S(N)(=O)=O)ccc1N=Cc1c(O)n(-c2ccccc2)c(=O)[nH]c1=O	i	60	-20%	7%	0.4%	0.2%	-4.2%	-3%[20 µM]	1.6	75	1%
O=C1CC(c2cccnc2)=NN1c1ccc(Cl)cc1Cl	i	29	6%	8%	-0.3%	-1.1%	0.1%	16%	-1.0	36	6%
Cn1c(O)c(/C=C2\C=c3ccccc3=NC2=O)c(=O)n(C)c1=O	i	16	-14%	9%	0.1%	0.0%	-5.3%	-10%	1.4	86	7%
c1cc2n(c1)-c1c(ccc3c1OCO3)CNC2c1ccc2c(c1)OCO2 (stereo not drawn)	i	48	-3%	18%	-0.6%	0.2%	-1.1%	27%	0.5	45	28%
COc1ccccc1N1CCN(Cc2ccc(Br)cc2)CC1	i	17	12%	63%	-1.0%	0.2%	3.5%	5%[20 µM]	2.1	65	6%
O=c1[nH]c(=O)n(-c2cccc3ccccc23)c(O)c1/C=N/N1CCCCC1	i	22	6%	5%	0.2%	-0.1%	-4.1%	-5%	0.0	45	-12%
Cc1cccc(N2C(=O)NC(=O)/C(=C/c3ccc(-c4ccc(C(=O)O)c(Cl)c4)o3)C2=O)c1	i	29	-24%	-1%	0.8%	-0.2%	-3.3%	-10%	-0.3	58	-10%
C=CCN1CCC2(C)c3cc(O)ccc3CC1C2C (stereo not drawn)	i	52	·	·	-0.5%	·	·	·	-1.1	58	-6%
CC(C)N1CCN(Cc2ccccc2C(F)(F)F)CC1CCO (stereo not drawn)	i	43	1%	-1%	-1.0%	0.2%	·	-19%[20 µM]	-0.3	40	20%
COC(=O)C1=C(c2ccc(S(C)(=O)=O)cc2)C[C@@H]2CC[C@H]1N2C(=O)N1CCCC1	i	26	·	·	-0.3%	·	·	·	-6.3	104	-5%
CC(C)OC1CCCC(O)C1CC(=O)O (stereo not drawn)	i	30	0%	2%	0.2%	-0.2%	0.7%	-4%	0.1	56	4%
O=C(c1ccc(-c2ccccc2)c(F)c1)C1CCCN(CCO)C1 (stereo not drawn)	i	36	0%	8%	-0.5%	-0.1%	·	-31%[20 µM]	-0.2	32	6%
Cc1nc2c(C(=O)N3CCC4(CC3)OCCO4)cnn2c(C)c1Cc1cccc(Cl)c1	i	19	11%	4%	-0.9%	-0.3%	-6.8%	10%	0.1	75	-5%
c1ccc2c3c([nH]c2c1)CNCC3	i	61	-9%	-6%	0.9%	0.1%	-3.2%	6%	-0.2	58	4%
COc1ccc(C(=O)Cn2c(NCCCl)nc3ccccc32)cc1	i	38	10%	-1%	-1.4%	0.0%	-2.7%	6%	1.2	54	3%
COCCn1cc(C(=O)N2CCC3(CC2)OCCO3)c2c3ccccc3n(C)c2c1=O	i	58	15%	18%	0.8%	-0.1%	0.4%	-14%	2.8	57	5%
Cc1cc2c(C(F)(F)F)cc(=O)oc2c2c1NCCC2	i	4	-4%	-3%	-0.5%	-0.1%	16%	-42%	1.5	44	-12%
CCN(CC)CCNCC(=O)Nc1ccc(Cl)cc1C(=O)c1ccccc1	i	64	-19%	5%	-0.5%	0.0%	-0.1%	1%	-1.1	58	-5%
CN(C)CC1CCCCC1OC(=O)Cc1ccc(Cl)c([N+](=O)[O-])c1 (stereo not drawn)	i	42	-13%	5%	0.0%	-0.2%	-3.5%	-4%	-0.4	56	-2%
CCN(CC)c1ccc(/C=N/c2sc3c(c2C#N)C2CCN3CC2)c(O)c1	i	57	?	?	-1.4%	0.3%	1.1%	0%	·	·	-10%
O=C(O)c1cc(Oc2ccc(C(F)(F)F)cc2Cl)ccc1[N+](=O)[O-]	i	27	·	·	0.0%	·	·	·	1.7	66	7%
